Compound activity as filed in PubChem BioAssay.
12-LOX inh – inhibitors of human 12S-lipoxygenase ALOX12; purified 12hLO, xylenol orange hydroperoxide absorbance; Potency, µM (titrated, usually from 108 µM), inactives show top-dose activity change, negative = inhibition, most hits filed as inhibitors; 580,000 compounds, 1.1% hits; AID 1671190; active = well fitted inhibition curve with a large enough effect; inconclusive = small, poorly fitted or top-dose-only effect, or another doubt; inactive = no such curve, though single readings can be large or run the other way
Target sequence (P18054 whole entry, looked up): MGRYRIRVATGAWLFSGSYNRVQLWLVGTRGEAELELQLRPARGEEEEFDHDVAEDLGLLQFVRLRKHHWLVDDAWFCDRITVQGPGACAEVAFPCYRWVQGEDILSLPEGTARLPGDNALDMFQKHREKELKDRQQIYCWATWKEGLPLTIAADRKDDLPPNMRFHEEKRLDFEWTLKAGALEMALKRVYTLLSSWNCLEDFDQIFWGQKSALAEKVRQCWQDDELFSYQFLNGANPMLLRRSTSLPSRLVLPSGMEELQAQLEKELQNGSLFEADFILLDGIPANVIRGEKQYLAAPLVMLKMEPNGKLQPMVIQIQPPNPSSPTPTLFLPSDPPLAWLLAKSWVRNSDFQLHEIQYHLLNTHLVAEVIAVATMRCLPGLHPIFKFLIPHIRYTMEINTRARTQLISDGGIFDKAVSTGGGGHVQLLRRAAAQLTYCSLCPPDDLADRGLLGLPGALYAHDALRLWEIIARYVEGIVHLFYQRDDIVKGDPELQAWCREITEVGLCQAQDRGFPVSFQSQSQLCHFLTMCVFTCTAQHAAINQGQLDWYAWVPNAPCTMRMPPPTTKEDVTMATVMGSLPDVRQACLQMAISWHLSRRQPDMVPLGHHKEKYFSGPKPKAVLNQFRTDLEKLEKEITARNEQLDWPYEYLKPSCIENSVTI
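Hydroperoxide product was detected by ferrous iron/xylenol orange as the 573 to 405 nm absorbance ratio. Arachidonic acid at 40 uM (final) was turned over for 30 min at room temperature by 150 nM human 12hLO, pH 7.0 Hepes buffer, after 15 min compound preincubation.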
Numbers without * were called inactive; u = inconclusive; [ ] = another dose, or the depositor's remark. % is set by controls: 0 for no effect and ±100 for the full control effect; potency is the fitted concentration of half-maximal effect. A portion of the library. The share of hits here may be higher or lower than overall.

| 12-LOX inh | mol |
| --- | --- |
| 17% | COc1cc(OC)cc(C(=O)NC2CCCN(c3cc(-c4ccc(F)cc4)[nH]n3)C2)c1 (stereo unspecified) |
| 20% | Cc1nc2c3c(C)c(C)n(Cc4cccnc4)c3ncn2n1 |
| -43% | Cc1cc(=O)oc2c(C)c(OC(C)C(=O)NCc3ccc(S(N)(=O)=O)cc3)ccc12 (stereo unspecified) |
| -65% | COc1ccc(/C=C/c2nc(C#N)c(NCc3ccco3)o2)cc1OC |
| u | Cc1ccc(OCCNC(=O)c2cc(C3CC3)nc3ccccc23)cc1 |
| 5% | CN(C)c1cccc(C(=O)N2CCC[C@H]2c2nc(-c3ccc(F)cc3)no2)c1 |
| u | CCCCNc1c(-c2cc3ccccc3o2)nc2nc(C)cc(C)n12 |
| 5% | CCc1cc(=O)n(CC(=O)N2CCN(c3ccc(OC)cc3)CC2)c(N2CCOCC2)n1 |
| 18µM* | O=c1c(-c2ccco2)nc2ccccc2n1C(c1ccccc1)c1nc2ccccc2[nH]1 (stereo unspecified) |
| 14% | COc1ccc(C(=O)N2CCCC(C(=O)NCc3ccncc3)CCNC(=O)CC2)c(OC)c1 (stereo unspecified) |
| 22% | O=C(Cc1ccsc1)N1CCC2(CC1)CC(N(Cc1ccc(F)cc1)C1CC1)CCO2 (stereo unspecified) |
| -8% | Cc1ccc(OC(C)C(=O)Nc2cc(-c3ccc(F)c(F)c3)no2)cc1C (stereo unspecified) |
| 22% | COC[C@@H]1CN(C(=O)Cc2ccc(OC)cc2)C[C@H]1C(N)=O |
| -2% | Cc1cc(C)n(-c2ncnc3sc(C)c(-c4ccc(Cl)cc4)c23)n1 |
| u | CC(=O)c1ccc(/C=C/c2ccccc2)cc1 |
| 14% | Cc1ccc(NC(=O)N2CCCC(c3noc(COc4ccccc4)n3)C2)c(C)c1 (stereo unspecified) |
| 29%[176 µM] | O=C(c1ccccc1)N1CCC2(CC1)C(=O)NN=C2c1ccccn1 |
| u | COC(=O)C1=C(C)N(C)C(=NCC2CC2)NC1c1ccccc1C(F)(F)F (stereo unspecified) |
| 62%[activator] | CN(Cc1cnccn1)Cc1ccccc1OCC(O)CN(C)C1CCCCC1 (stereo unspecified) |
| 40%[activator] | Cc1cn2nc(C(=O)NCc3ccc(Br)cc3)cc2c(N2CCCC2)n1 |
| 8%[6.33 µM] | N#Cc1ccc(CN2CCCC3(CC(c4ccccn4)=NO3)C2)cc1 (stereo unspecified) |
| u | CCc1noc(-c2cn(C3CCN(C(=O)c4cc(Cl)ccc4OC)C3)nn2)n1 (stereo unspecified) |
| 6% | COc1cccc(/C=C/c2nc(=O)c3ccccc3o2)c1OC |
| 3%[6.33 µM] | O=C1NCc2ccccc2CC12CCCN2Cc1c(F)cccc1Cl (stereo unspecified) |
| -14% | CC(NC(=O)C1CCN(c2nc3ccccc3o2)CC1)c1ccccc1 (stereo unspecified) |
| u | CC1(NC(=O)CCc2ncc(-c3ccccc3)o2)CCS(=O)(=O)C1 (stereo unspecified) |
| 15% | CCOCCOC1CCN(C(=O)c2ccccc2)CC1 |
| u | COc1ccccc1CC(=O)NC(c1ccccc1)c1ccccc1 |
| u | CCCN1CC[C@H]2COC(=O)N2c2cc(F)ccc2C1 |
| -5% | CCOC(=O)c1ccc(NC(=O)c2ncoc2-c2cccc(C)c2)cc1 |
| -44% | COC(=O)[C@]12CCCCC=C1N(Cc1ccco1)C(=O)[C@H](CC(=O)NCCC(C)C)C2 |
| 4% | Cc1cccc(C)c1NC(=O)CN1C(=O)NC2(CCC(C(C)(C)C)CC2)C1=O (stereo unspecified) |
| 6% | Cc1c(C)c2ccc(OCC(=O)Nc3ccc(CCO)cc3)cc2oc1=O |
| u | CN1CCCCCC(O)c2cc(C(=O)NC3CCN(Cc4ccccc4)CC3)ccc21 (stereo unspecified) |
| -1% | Cc1cccc(C)c1NC(=O)C1(C)CSCC(=O)N1CC(C)C (stereo unspecified) |
| -14% | O=C(N[C@@H](Cc1cccnc1)C(=O)N1CCC[C@H]1C(=O)NCCc1ccccc1Cl)c1ccc(Cl)c(Cl)c1 |
| -8% | COc1ccc(NC(=O)C(C)Sc2ncnc3nc[nH]c23)cc1OC (stereo unspecified) |
| u | CCN1CCC2(CC1)N=C(SCC(=O)Nc1cc(F)ccc1F)C(c1ccc(F)cc1)=N2 |
| u | O=C(/C=C/c1c(F)cccc1F)c1cc2ccccc2o1 |
| u | COCCNc1ncncc1-c1c(C)noc1C |
| 3% | FC(F)(F)c1cccc(CNCc2cccc(C(F)(F)F)c2)c1 |
| u | CCOC(=O)c1ccc(Oc2c(C(F)(F)F)oc3cc(OC(=O)c4ccc(F)cc4)ccc3c2=O)cc1 |
| -7% | COc1nccnc1NC1CCN(C(=O)CCc2c(C)noc2C)CC1 |
| 13% | CN(C(=O)Cn1ccn2nc(-c3ccc(F)cc3)c(CO)c2c1=O)c1ccccc1 |
| u | COc1ccc(C2=NCC(C)n3c2c2ccc(C(F)(F)F)cc2[n+]3[O-])cc1 (stereo unspecified) |
| 4% | O=C(O)CC[C@@H]1CN(c2cnccn2)CC[C@@H]1N1CCOCC1 |
| 24% | CC(O)c1cc2n(n1)CCN(C(=O)C1(c3ccc(Cl)cc3)CCC1)C2 (stereo unspecified) |
| -12% | CN1CCN(c2ncnc3ccc(-c4ccccc4Cl)cc23)CC1 |
| 38%[activator] | CC(CN1CC2(CCN(C(=O)CN3C(=O)CNC3=O)CC2)OC1=O)c1ccccc1 (stereo unspecified) |
| 27% | CNC(=O)c1cccnc1N1CCOC(c2ccc3cc(OC)ccc3c2)C1 (stereo unspecified) |

The listing continues.
| 12-LOX inh | mol |
| --- | --- |
| 28%[176 µM] | COC(=O)[C@@H]1Cc2ncn(Cc3ccc(Cl)cc3)c2CN1Cc1cccs1 |
| u | CN1CCN(c2ncc3nc(-c4ccccc4)c(=O)n(-c4ccccc4)c3n2)CC1 |
| 48%[activator] | C=CCN1CC(C(=O)N2CCC3(CCC(=O)N(C4CC4)C3)CC2)CC1=O (stereo unspecified) |
| 35%[activator] | CCc1cccc(C)c1NC(=O)Cn1ccn2nc3c(c2c1=O)CCCCC3 |
| 58%[activator][176 µM] | c1ccc(CNc2ncc(-c3ccc(N4CCOCC4)cc3)c3c2OCC3)cc1 |
| u | O=C(c1ccc2c(c1)OCO2)N1CCc2nc(C3CC3)nc(-c3ccc(Cl)cc3)c2C1 |
| u | COCCN1CCCN(C(=O)C2CC2)c2ccccc21 |
| 44%[activator] | CCNC(=O)C1C(c2cccc(NC(=O)c3ccc(F)cc3)c2)OC(=O)N1Cc1cccc(Cl)c1 (stereo unspecified) |
| -4%[57.4 µM] | O=C(c1ccco1)N1CCC2(CCCN(c3ccccc3)C2)CC1 |
| 53%[activator] | Cc1cc(CN2C[C@@H](COCC3CC3)[C@H](c3ccccn3)C2)n(C)n1 |
| 63%[activator] | O=C(c1cccc(N2CCNC2=O)c1)N1CC(=O)N(C2CCCCC2)CC(OCc2ccccc2)C1 (stereo unspecified) |
| 15% | O=C(CSc1ncc(C(F)(F)F)cc1Cl)N1CCc2ccccc21 |
| u | C=CCNC(=S)Nc1cc(C(F)(F)F)cc(C(F)(F)F)c1 |
| -10% | Cc1ccc(-c2ncc(C(=O)N3CCC[C@H](N)C3)c(=O)[nH]2)cc1 |
| -1% | CCc1cccc2c(C(=O)O)c[nH]c12 |
| 32% | CCOC(=O)c1ccccc1NC(=O)CN1CCCN(Cc2cccc(OC)c2)S1(=O)=O |
| 114%[activator][176 µM] | Cc1cccc(OCC2(CNC(=O)c3cc(C)on3)C[C@@H](O)[C@@H](O)C2)n1 (stereo partly specified) |
| 1%[6.33 µM] | CC(C)C(=O)N1Cc2ccccc2CC2(CCCCN2Cc2ccncc2)C1 (stereo unspecified) |
| 56%[activator] | COc1ccc(NC(=O)Cn2c(-c3cnccn3)nc(C)c(C)c2=O)cc1 |
| 15% | CNC(=O)NC[C@H]1CCN(Cc2ccc(C#N)cc2)C[C@H]1N(C)C |
| 7%[176 µM] | Oc1ccccc1-c1cc(-c2cccnc2)c2cncn2c1 |
| 13% | CCn1nc(C(=O)OCCOc2ccccc2)c2ccccc2c1=O |
| 20% | CN1CCCN(C(=O)c2ccncc2)c2ccccc21 |
| 6%[6.33 µM] | CCCN1CCCCC12Cc1ccccc1CN(C(=O)CCC(=O)O)C2 (stereo unspecified) |
| -4% | CS(=O)(=O)c1ccc(Nc2cc3c(cn2)cc(-c2ccccc2)n3Cc2ccccc2)cc1 |
| 73%[activator] | CC(C)=CCN1C[C@H](NC(=O)CCc2cccs2)C[C@H]1C(=O)NC(C)C |
| 50%[activator] | Cc1ccc(C2Cn3cnc(C(=O)N4CCC(C(=O)NCCC5=CCCCC5)CC4)c3CO2)cc1 (stereo unspecified) |
| 16% | O=C(c1ccoc1)N1CCC2(CC1)CN(c1ccncn1)CC2CO (stereo unspecified) |
| -43% | Cn1nc(C(=O)NCc2ccc(Cl)cc2Cl)c2ccccc2c1=O |
| 57%[activator] | O=C(NCCc1ccccn1)C1CC(=O)N(c2n[nH]c3cc(Br)ccc23)C1 (stereo unspecified) |
| -3% | COc1cccc(C(=O)C(=O)NC(C)(C)C)c1 |
| -11% | O=C(O)c1nn(CC(=O)N2CCCCC2)c(=O)c2ccccc12 |
| -15% | C[C@H]1CN(C(=O)OC(C)(C)C)CCN1c1ccc(N2CCS(=O)(=O)CC2)c(C#N)c1 |
| 30%[activator] | O=C(CCC1CCCCC1)NC1CCN(c2cn[nH]c(=O)c2)CC1 |
| -15%[6.33 µM] | CC(C)c1nc2c(c(-c3ccc(Cl)cc3)n1)CCN([S+](=O)([O-])c1cccc(C(F)(F)F)c1)CC2 |
| -14% | Cc1cc(C)c2oc(C(=O)NCC(c3ccc(C)o3)N(C)C)cc(=O)c2c1 (stereo unspecified) |
| 8%[176 µM] | CCNC(=O)c1ccc2c(c1)C1(CCCN(C)C1)CN2C (stereo unspecified) |
| 30%[activator][176 µM] | COc1ccc(-c2cc(C[C@@H]3CC[C@H](O)[C@@H](CNC4CCN(C)CC4)O3)no2)cc1 |
| 39%[activator] | COc1ccc(CN2CC[C@@](O)(C3CC3)[C@H](C)C2)cc1CN1CCCC1 |
| 2% | CC(=O)Nc1ccc(NC(=O)Cn2c(C)cc3nc4n(c(=O)c32)CCCC4)cc1 |

An excerpt from above in order of number of heavy atoms, high to low:
| 12-LOX inh | mol |
| --- | --- |
| u | CCOC(=O)c1ccc(Oc2c(C(F)(F)F)oc3cc(OC(=O)c4ccc(F)cc4)ccc3c2=O)cc1 |
| 13% | CN(C(=O)Cn1ccn2nc(-c3ccc(F)cc3)c(CO)c2c1=O)c1ccccc1 |
| -14% | CC(NC(=O)C1CCN(c2nc3ccccc3o2)CC1)c1ccccc1 (stereo unspecified) |
| -43% | Cn1nc(C(=O)NCc2ccc(Cl)cc2Cl)c2ccccc2c1=O |
| 20% | CN1CCCN(C(=O)c2ccncc2)c2ccccc21 |
| -3% | COc1cccc(C(=O)C(=O)NC(C)(C)C)c1 |

(more compounds)
| 12-LOX inh | mol |
| --- | --- |
| u | COc1ccc(-c2noc([C@@H]3C[C@@H](O)CN3C3CCN(C)CC3)n2)cc1 |
| -20% | COc1cc2ncn(CCC(=O)N3CCN(c4cccc(Cl)c4)CC3)c(=O)c2cc1OC |
| 19% | CN1CCN(c2ccc(NC(=O)COc3ccccc3F)cn2)CC1 |
| 11% | COC(=O)c1ccccc1NC(=O)c1c(OC)cc(=O)n2c1CCCC2 |
| 6% | Cc1cc(C)c(NC(=O)CNC(=O)c2nc(-c3ccccc3)oc2C)c(C)c1 |
| 3% | CC1(C)Cc2c(sc3c2c(=O)n(CCCO)c(=O)n3CC(=O)c2ccccc2)CO1 |
| 59%[activator] | Cc1cccc(NC(=O)N2C[C@@H](Oc3cccnc3)C[C@@H]2C(=O)N2CCOCC2)c1 |
| 1.3µM* | Cc1ccc(C(=O)N2CCC3(CC2)NC(=O)N(c2ccccc2)N3)cc1 |
| -5% | C/C=C/c1c(C)nc2sc(C#N)c(N)c2c1C |
| u | CNc1c(NC(=O)c2ccc(OC)c(Br)c2)c(=O)oc2ccccc12 |
| 7% | Cn1c(=O)c2c(ncn2Cc2c(F)cccc2Cl)n(C)c1=O |
| -22% | CC(C)CCSCC(=O)NCc1cccc(CN2CCCC2)c1 |
| 11% | Cc1cc(CSc2nnc(-c3cccnc3)n2C)no1 |
| 54%[activator][176 µM] | O=C(Cc1ccccc1)N1CCC(O)(c2csc(CN3CCOCC3)n2)CC1 |
| 9% | COCCN1C(=O)[C@H]2CN(Cc3ccc(C)s3)C[C@H]2C1=O |
| 0% | O=C(NC1CCCN(c2cc(-c3ccc(Cl)cc3)[nH]n2)C1)c1ccc2c(c1)OCO2 (stereo unspecified) |
| -26% | O=C(CCC1CCN(S(=O)(=O)c2ccc(F)cc2)CC1)N1CCc2ccccc2C1 |
| 35%[activator] | CCCc1noc(CN(C)C(=O)[C@@]23CNC[C@@H]2CN(Cc2ccccc2)C3)n1 |
| 54%[activator] | O=C(c1cc(-c2ccccc2)n[nH]1)N1CCCC(Cc2noc(-c3cnccn3)n2)C1 (stereo unspecified) |
| -6% | Cc1cccc(C)c1NC(=O)C1c2ccccc2OCC(=O)N1CCc1ccccc1 (stereo unspecified) |
| 38%[activator] | Cc1cc(N2CCC(NCc3cc(C)nn3C)CC2)nc(-c2ccccc2)n1 |
| 24% | COc1cccc(NC(=O)CCc2ncc(-c3ccc(C)c(C)c3)o2)c1 |
| u | NC(=O)C1CCN(C(=O)COc2ccc3c(=O)c(-c4ccccc4)coc3c2)CC1 |
| 26% | COC(=O)CNC(=O)C1CCCN(C(=O)c2cc3ccccc3[nH]2)C1 (stereo unspecified) |

Compounds from the list above that have an aryl thioether with sulfur outside any ring, in the order listed:
| 12-LOX inh | mol |
| --- | --- |
| -8% | COc1ccc(NC(=O)C(C)Sc2ncnc3nc[nH]c23)cc1OC (stereo unspecified) |
| 15% | O=C(CSc1ncc(C(F)(F)F)cc1Cl)N1CCc2ccccc21 |
| 11% | Cc1cc(CSc2nnc(-c3cccnc3)n2C)no1 |
